Compound activity (PubChem)
3CLpro inhibitor: SARS-CoV 3CLpro protease inhibition | actives 0.14% (n = 290,000) | AID 1706 | P0C6X7 | inhibition, % at 6 µM | recombinant SARS-CoV 3CLpro, quenched FRET peptide cleavage; in the data active = inhibition above about 12%
Vc quorum ag: quorum light induction in luxS cqsA deficient V. cholerae | V. cholerae BH1578 lux reporter, luminescence, 6 h | activation, % at 18.7 µM | actives 0.16% (n = 350,000); in the data active = activation mostly above about 9.7%, no sharp cut-off; inconclusive = no clear call, values can overlap the other calls; inactive = mostly below about 3.7%; also: not every result past the cut was called active; inactives centre near 0; reference of the scale not given here
Anthrax LF prot: blocks Bacillus anthracis lethal factor protease. P15917. multiplex microsphere protease cleavage assay, LF. inhibition, % at 10 µM. actives 0.12% (n = 360,000). AID 588501; also: plate controls were buffer without enzyme for full effect and enzyme alone for no effect
Target sequence (P15917 whole entry, looked up): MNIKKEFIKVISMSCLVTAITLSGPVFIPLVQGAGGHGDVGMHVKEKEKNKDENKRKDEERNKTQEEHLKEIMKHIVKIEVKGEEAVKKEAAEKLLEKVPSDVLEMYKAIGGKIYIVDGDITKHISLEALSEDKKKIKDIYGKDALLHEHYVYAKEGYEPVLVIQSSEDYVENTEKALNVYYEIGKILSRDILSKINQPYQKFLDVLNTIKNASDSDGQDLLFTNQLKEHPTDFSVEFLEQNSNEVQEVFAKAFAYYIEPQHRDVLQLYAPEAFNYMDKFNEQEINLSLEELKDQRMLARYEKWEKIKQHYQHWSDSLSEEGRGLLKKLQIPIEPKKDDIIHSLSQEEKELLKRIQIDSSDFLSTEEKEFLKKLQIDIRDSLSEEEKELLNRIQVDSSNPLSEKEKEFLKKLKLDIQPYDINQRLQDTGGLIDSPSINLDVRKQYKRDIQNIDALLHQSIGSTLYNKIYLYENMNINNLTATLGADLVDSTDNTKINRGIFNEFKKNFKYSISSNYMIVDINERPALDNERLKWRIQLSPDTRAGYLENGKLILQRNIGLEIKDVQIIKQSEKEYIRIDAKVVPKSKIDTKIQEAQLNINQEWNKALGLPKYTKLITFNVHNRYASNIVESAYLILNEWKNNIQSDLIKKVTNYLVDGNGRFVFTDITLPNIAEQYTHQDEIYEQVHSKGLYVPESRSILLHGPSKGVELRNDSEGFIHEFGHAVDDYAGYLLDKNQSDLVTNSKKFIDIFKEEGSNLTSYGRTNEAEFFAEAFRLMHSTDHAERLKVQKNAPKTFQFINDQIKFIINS
DUSP3 inh: blocks human VHR1 dual specificity phosphatase; actives 0.52% (n = 290,000); inhibition, % at 13.3 µM; P51452; recombinant VHR phosphatase, pNPP absorbance; in the data active = inhibition above about 50%; also: some compounds called inactive have numbers as strong as hits
Target sequence (P51452 whole entry, looked up): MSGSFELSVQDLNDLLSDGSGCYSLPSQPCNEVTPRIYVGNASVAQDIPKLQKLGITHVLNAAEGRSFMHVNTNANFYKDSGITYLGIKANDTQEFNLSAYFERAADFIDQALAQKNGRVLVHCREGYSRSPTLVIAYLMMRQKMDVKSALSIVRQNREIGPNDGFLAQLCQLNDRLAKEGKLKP
PriA SSB inh: K. pneumoniae PriA-SSBct interaction inhibition; inhibition, % at 33 µM; AlphaScreen SSBct-PriA binding, biotinylated peptide; AID 1272365; actives 0.6% (n = 430,000); in the data active = inhibition mostly above about 37%, no sharp cut-off; inactive = mostly below about 20%;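 also: plate controls were negative control peptide for no effect and reference peptide for full effect; strong numbers were not always called active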
BoNT A protease: inhibitors of Botulinum neurotoxin A light chain protease. multiplex microsphere protease substrate cleavage, flow cytometry. inhibition, % at 10 µM. actives 0.17% (n = 360,000). AID 588499; also: plate controls were buffer without enzyme for full effect and enzyme alone for no effect
CCHFV vOTU inh: blocks the CCHF virus ovarian tumor domain protease; CCHFV vOTU protease, Pep-AMC fluorescence; inhibition, % at 11.5 µM; actives 0.55% (n = 370,000); in the data active = inhibition above about 30%; also: 0% = vehicle wells with enzyme and 100% = no enzyme wells
TcdB GH inh: inhibitors of Clostridioides difficile toxin B glycohydrolase | inhibition, % at 9.99 µM | TcdB glycohydrolase enzymatic assay, plate reader | P18177 | actives 0.24% (n = 350,000) | AID 652162; in the data active = inhibition above about 10%
PfHsp40 rescue: compounds rescuing yeast from Plasmodium falciparum HSP40 toxicity. growth rescue, % at 12.5 µM. S. cerevisiae expressing PfHsp40, growth rescue, ATP luminescence. actives 0.68% (n = 340,000). AID 504582; in the data active = growth rescue above about 28%, passing the limit was not always enough; inconclusive = no clear call, values can overlap the other calls;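 also: yeast W303a lacking pdr1 and pdr3 grown in galactose medium; growth measured after three days at 30 °C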
Yp Topo-I inh: inhibitors of Yersinia pestis topoisomerase I | Y. pestis Topo-I cleavage product accumulation, plate reader | activity, % at 10 µM | AID 504884 | actives 0.064% (n = 360,000); in the data active = activity above about 50%, passing the limit was not always enough; inconclusive = no clear call, values can overlap the other calls; also: inactives centre near 2
* hit, by the source's call; i = inactive; u = inconclusive; x = no result given; & = joins results of further samples. Rule as the data show it, unless noted: active = inhibition above about 30%; inconclusive = no clear call, values can overlap the other calls; inactive = below that. The list is partial, so the mix of outcomes need not match the whole.

1: COc1ccc(/C=N/NC(=O)c2ccn[nH]2)cc1CN1CCOCC1
2: CN(C)C(=O)Oc1ccc2ccccc2c1Cl
3: COc1cc(NS(=O)(=O)c2ccc(F)cc2)c(OC)cc1NC(C)=O
4: Cc1ccc(-c2ccc(OC(=O)c3ccc(=O)[nH]c3)c(C)c2)cc1
5: CCCS(=O)(=O)NC(=O)C1(C)CCCN(C(=O)c2cc(C(C)(C)C)nn2C)C1 (stereo not drawn)
Compound,1,2,3,4,5
Yp Topo-I inh,-5,10,1,7,1
Anthrax LF prot,-4,-3,-3,-12,-1
CCHFV vOTU inh,-6,6,0,12,-10
TcdB GH inh,1.9,x,x,-1.1,1.5
BoNT A protease,u,-1.3,-0.3,1.2,0.0
3CLpro inhibitor,-1,-2,-1,0,x
PfHsp40 rescue,0.1,-0.3,-0.3,1.2,x
PriA SSB inh,i,-12,-11,-1,x
DUSP3 inh,9,28,-5,-25,x
Vc quorum ag,-0.6,-2.2,i,-1.9,0.3

6: CC(C)N(Cc1nc(-c2ccccc2)no1)C(=O)CN1C(=O)c2ccccc2C1=O
7: CNC(=O)c1cc(S(=O)(=O)NC2CCCCCC2)ccc1C
8: CCOC(=O)Cn1nnc(-c2cccc(OC)c2)n1
9: COc1ccc(C)cc1CN1C(=O)c2ccccc2C1=O
10: C=CCOc1ccccc1/C=C/C(=O)O
Compound,6,7,8,9,10
Yp Topo-I inh,23,10,-8,4,0
Anthrax LF prot,-4,4,-4,6,-3
CCHFV vOTU inh,-2,17,-11,7,-9
TcdB GH inh,x,1.5,x,-0.8,x
BoNT A protease,-0.6,4.1,0.6,0.5,-1.6
3CLpro inhibitor,-4,5,-4,-4,2
PfHsp40 rescue,-1.0,2.3,0.6,2.6,-0.4
PriA SSB inh,-3,-3,-13,-14,-3
DUSP3 inh,13,-8,8,53*,10
Vc quorum ag,-0.5,-1.9,-1.8,i,i

11: COc1ccccc1N1CCN(CCN(C(=O)C2CCCCC2)c2ccccn2)CC1
12: O=C(COc1ccc(S(=O)(=O)NC2CCCCC2)cc1)N1CCN(c2ccc(F)cc2)CC1
13: COc1ccc(NC(=O)CN(C)CC(=O)Nc2cccc(C(C)=O)c2)cc1
14: CCOc1ccc(S(=O)(=O)Nc2cc(NS(=O)(=O)c3ccc(OCC)cc3)cc(C(=O)O)c2)cc1
15: O=c1c(C/C=C/c2ccccc2)c(O)ccn1Cc1cccc(Cl)c1
Compound,11,12,13,14,15
Yp Topo-I inh,8&18,26,-3,3,6
Anthrax LF prot,-2&-9,-4,1,2,-5
CCHFV vOTU inh,-1&-8,-6,2,11,3
TcdB GH inh,0.7&0.2,1.6,0.0,-0.3,2.2
BoNT A protease,-0.6&-2.1,-0.5,0.2,-0.2,0.0
3CLpro inhibitor,x,-4,4,x,3
PfHsp40 rescue,-0.9&-0.8,0.8,0.0,3.8,-2.4
PriA SSB inh,11,-3,-3,3,-15
DUSP3 inh,x,-8,-10,x,13
Vc quorum ag,-0.4&-0.7,-0.3,-1.8,i,-0.1

16: Cc1ccc2nc(NC(=O)COC(=O)c3ccc(Br)o3)sc2c1
17: CCCCNS(=O)(=O)c1ccc(OC)cc1
18: OC(c1ccc(Cl)c(Cl)c1)c1ncc(-c2ccccc2F)[nH]1 (stereo not drawn)
19: CC(C)(Cc1ccc(O)cc1)NC(=O)CC(=O)N/N=C/c1ccc([N+](=O)[O-])cc1
20: O=C(Cc1ncc(C(F)(F)F)cc1Cl)NCc1cccnc1
Compound,16,17,18,19,20
Yp Topo-I inh,-5,5,-5,4,-5
Anthrax LF prot,-3,-1,-4,-2,0
CCHFV vOTU inh,-2,6,1,12,7
TcdB GH inh,x,x,0.7,0.7,0.1
BoNT A protease,-0.3,-0.5,-0.1,-0.3,-0.8
3CLpro inhibitor,4,0,x,-1,0
PfHsp40 rescue,4.4,-0.9,x,-1.6,-0.8
PriA SSB inh,-4,-6,x,x,2
DUSP3 inh,17,-3,x,11,13
Vc quorum ag,0.6,-0.6,-0.8,-0.1,i

21: CCN1C(=O)[C@H]2[C@@H](c3ccc(OC)cc3)N[C@]3(CCCN(CC4CCCCC4)C3=O)[C@H]2C1=O
22: O=C(c1ccc([N+](=O)[O-])s1)N1CCN(c2cccc(Cl)c2)CC1
23: COc1ccc(-c2ccc3c(c2)S(=O)(=O)c2cccc(C(=O)NCc4ccccc4Cl)c2C3=O)cc1OC
24: Clc1ccc(-c2nc3ccccn3c2CN2CCSCC2)cc1
25: CS(=O)(=O)N(CC(=O)NCCSCc1ccccc1Cl)c1ccccc1F
Compound,21,22,23,24,25
Yp Topo-I inh,-5,26,1,23,13
Anthrax LF prot,-3,0,-6,-6,-5
CCHFV vOTU inh,-4,-1,10,5,-10
TcdB GH inh,-1.0,x,0.9,1.8,0.7
BoNT A protease,-0.4,1.2,1.0,-1.6,-2.5
3CLpro inhibitor,x,-3,x,3,1
PfHsp40 rescue,x,u,1.4,0.3,-0.4
PriA SSB inh,x,28,-3,-1,-11
DUSP3 inh,x,4,x,38,-16
Vc quorum ag,i,-0.3,-0.7,-0.3,-0.7

26: N#C/C(=C\c1ccc(N2CCOCC2)o1)C(=O)NCC1CCCO1 (stereo not drawn)
27: CCCC(=O)N/N=C1\CS(=O)(=O)N(C)c2ccsc21
28: CCCCCCCNC(=O)C1(CC2CC(c3cccc(Br)c3)=NO2)CCN(C(=O)Cc2ccc(F)cc2)CC1 (stereo not drawn)
29: O=[N+]([O-])c1ccc(N2CCCC2)cc1NCc1ccccc1
30: c1ccc(-c2nn[nH]n2)cc1
Compound,26,27,28,29,30
Yp Topo-I inh,-2,5,1,3,-10
Anthrax LF prot,1,0,-1,-3,-14
CCHFV vOTU inh,19,10,x,1,-12
TcdB GH inh,-0.2,0.5,x,x,-0.1
BoNT A protease,-0.2,-0.4,-0.3,-0.5,u
3CLpro inhibitor,-3,1,x,3,2
PfHsp40 rescue,0.9,0.1,-0.2,0.4,-0.3
PriA SSB inh,6,x,4,-4,-11
DUSP3 inh,20,-9,x,31,-8
Vc quorum ag,0.4,-0.2,i,-0.4,0.6

31: O=C(c1cccs1)N1CCN(C(=O)c2ccco2)c2ccccc2C1
32: CCOC(OCC)P(=O)(c1ccccc1)c1ccccc1
33: NC(=O)CC(NC(=O)Cc1cccc2ccccc12)c1ccc(N2CCC(N3CCCCC3)CC2)c([N+](=O)[O-])c1 (stereo not drawn)
34: NCCc1c[nH]c2ccc(F)cc12
35: Cc1ccnc(Cc2ccccc2)n1
Compound,31,32,33,34,35
Yp Topo-I inh,-4,1,0,x,4
Anthrax LF prot,-1,-12,0,x,-1
CCHFV vOTU inh,2,-5,-11,x,2
TcdB GH inh,x,x,1.8,x,0.0
BoNT A protease,0.4,0.0,-0.2,x,1.6
3CLpro inhibitor,-1,-3,-3,2,4
PfHsp40 rescue,1.4,-0.6,0.2,0.7,-0.4
PriA SSB inh,-11,-6,-3,x,-2
DUSP3 inh,23,2,9,14,4
Vc quorum ag,1.4,0.8,i,5.0,i

36: CCCCCCS(=O)Cc1ccccc1 (stereo not drawn)
37: COc1ccc(C)cc1-n1nnnc1SCC(=O)NNC(=O)c1ccc([N+](=O)[O-])cc1
38: CC(C(=O)O)N1C(=O)C2C3CC(C2C1=O)C1C(c2ccccc2)c2sc(=O)[nH]c2SC31 (stereo not drawn)
39: O=[N+]([O-])c1ccc(S(=O)(=O)N2CCC3(CC2)OCCN3S(=O)(=O)c2cccs2)cc1
40: COc1cc(/C=C/C(=O)O)cc(S(=O)(=O)Nc2ccc3nc(SC)sc3c2)c1OC
Compound,36,37,38,39,40
Yp Topo-I inh,6,-13,-6,-2,-5
Anthrax LF prot,-4,-1,-3,x,-1
CCHFV vOTU inh,17,15,0,7,-4
TcdB GH inh,x,0.8,-0.6,-0.9,3.4
BoNT A protease,-4.1,-0.2,0.6,x,-0.3
3CLpro inhibitor,-4,-2,7,x,1
PfHsp40 rescue,-1.9,-1.3,-0.1,-0.2,-0.4
PriA SSB inh,-11,7,-17,16,6
DUSP3 inh,14,8,6,x,22
Vc quorum ag,i,i,i,-0.3,-0.7

Another view of five compounds above:
#	SMILES	Yp Topo-I inh	Anthrax LF prot	CCHFV vOTU inh	TcdB GH inh	BoNT A protease	3CLpro inhibitor	PfHsp40 rescue	PriA SSB inh	DUSP3 inh	Vc quorum ag
36	CCCCCCS(=O)Cc1ccccc1 (stereo not drawn)	6	-4	17	x	-4.1	-4	-1.9	-11	14	i
40	COc1cc(/C=C/C(=O)O)cc(S(=O)(=O)Nc2ccc3nc(SC)sc3c2)c1OC	-5	-1	-4	3.4	-0.3	1	-0.4	6	22	-0.7
39	O=[N+]([O-])c1ccc(S(=O)(=O)N2CCC3(CC2)OCCN3S(=O)(=O)c2cccs2)cc1	-2	x	7	-0.9	x	x	-0.2	16	x	-0.3
38	CC(C(=O)O)N1C(=O)C2C3CC(C2C1=O)C1C(c2ccccc2)c2sc(=O)[nH]c2SC31 (stereo not drawn)	-6	-3	0	-0.6	0.6	7	-0.1	-17	6	i
37	COc1ccc(C)cc1-n1nnnc1SCC(=O)NNC(=O)c1ccc([N+](=O)[O-])cc1	-13	-1	15	0.8	-0.2	-2	-1.3	7	8	i

Other structures follow:
41: CCCCCCCCC(=O)NCc1ccc(O)c(OC)c1
42: CC12CCC(C(=O)N(CCCCN3CCN(c4ccccn4)CC3)C1=O)C2(C)C (stereo not drawn)
43: COc1ccc(CNC(=O)c2ccc(-c3ccccc3)cc2)cc1
44: C[C@@H]1CCCCO[C@@H](CN(C)Cc2ccc(Cl)c(Cl)c2)[C@@H](C)CN([C@H](C)CO)C(=O)c2cc(NC(=O)Nc3ccccc3)ccc2O1
45: C#CC(C)(C)NC(=O)c1ccc(-c2ccccc2F)cc1
Compound,41,42,43,44,45
Yp Topo-I inh,8,18,5,x,5
Anthrax LF prot,10,17,0,0,-13
CCHFV vOTU inh,1,10,8,13,-2
TcdB GH inh,2.5,-0.2,x,0.5&0.8,-0.2
BoNT A protease,-1.3,1.2,-0.1,-0.4,-7.7
3CLpro inhibitor,x,-2,-2,x,3
PfHsp40 rescue,3.7,-0.9,24,x,0.0
PriA SSB inh,-5,0,-33,x,-3
DUSP3 inh,x,12,10,x,10
Vc quorum ag,0.7,-0.9,-1.1,x,i

46: COc1ccc2[nH]c3c(c2c1)CCNC3(C)CCc1ccc(Cl)nc1 (stereo not drawn)
47: O=C(NCCCNC(=O)c1ccc(Cl)cc1Cl)c1cnccn1
48: CC(=O)N1CCC(C(=O)Nc2ccc(S(=O)(=O)N3CCCCC3)cc2)CC1
49: Cn1nnnc1P(=O)(c1ccccc1)c1ccccc1
50: Cc1cccc(-n2ncc3c(NCc4cccs4)ncnc32)c1
51: CC1CC(C)CN(C(=O)CSc2ccsc2[N+](=O)[O-])C1 (stereo not drawn)
52: CNC(=S)NCc1ccc2[nH]c3c(c2c1)CCCC3
Compound,46,47,48,49,50,51,52
Yp Topo-I inh,-12,0,0,-5,5,3,-8
Anthrax LF prot,-5,1,3,-1,3,1,-1
CCHFV vOTU inh,-4,8,-8,13,13,-14,-1
TcdB GH inh,0.6,1.4,-0.3,1.1,x,1.0,0.2
BoNT A protease,-3.3,-0.9,-1.0,-0.8,0.9,0.3,-0.8
3CLpro inhibitor,-3,-5,-2,0,3,3,0
PfHsp40 rescue,0.5,0.7,1.7,-1.1,0.0,1.1,1.3
PriA SSB inh,-8,-14,-4,-1,-26,-2,10
DUSP3 inh,2,12,14,17,7,8,10
Vc quorum ag,2.2,-0.2,i,-0.5,-5.0,i,i
